KCNK3 inh: human KCNK3 channel inhibition, primary screen. actives 0.84% (n = 340,000). B-score at 10 µM. CHO-KCNK3 thallium flux, FluxOR fluorescence; hits give low values;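 active = B-score under library mean minus 4 SD, starting fluorescence ratio at most library mean plus 5 SD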;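 note: more negative B-score means stronger inhibition of thallium flux through KCNK3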
Target sequence (O14649 whole entry, looked up): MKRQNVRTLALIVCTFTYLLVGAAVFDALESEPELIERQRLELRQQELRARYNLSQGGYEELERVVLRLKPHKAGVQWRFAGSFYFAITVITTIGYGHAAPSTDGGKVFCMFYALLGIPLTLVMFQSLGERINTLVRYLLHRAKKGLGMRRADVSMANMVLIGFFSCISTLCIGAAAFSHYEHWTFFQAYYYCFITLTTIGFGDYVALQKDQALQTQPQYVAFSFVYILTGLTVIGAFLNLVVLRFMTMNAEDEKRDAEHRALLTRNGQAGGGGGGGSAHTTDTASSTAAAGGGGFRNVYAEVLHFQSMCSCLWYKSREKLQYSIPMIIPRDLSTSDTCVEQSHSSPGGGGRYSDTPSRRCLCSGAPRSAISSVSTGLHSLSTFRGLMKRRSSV
ANO1 activ: activates or potentiates the mouse TMEM16A chloride channel | Q8BHY3 | HEK293 TMEM16A/YFP-H148Q/I152L, iodide quench fluorescence; hits give low values | B-score at 10 µM | actives 0.3% (n = 340,000);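 active = fluorescence-ratio B-score plate-corrected deviation score at least 3 library SD below zero, with starting fluorescence score within 5 deviations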;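 note: channel opened by trigger with iodide after compound preincubation; score built on the fluorescence ratio of max minus min over baseline; more negative score means more quench and so TMEM16A activation or potentiation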
* = called active by the depositor; i = inactive. A portion of the library; count on the stated rates, not on these rows.

ANO1 activ | KCNK3 inh | canonical_smiles
i | i | C=CCC[C@@H](Cc1ccc(F)cc1)C(=O)O[C@H](CNC(=O)[C@@H](CC=C)CC(=O)N[C@H](CO)Cc1ccccc1)c1ccccc1
i | i | CCOC(=O)N1CCN(C(=O)CSc2nnc(-c3cc(OC)ccc3OC)o2)CC1
i | i | COc1cccc(NS(=O)(=O)c2ccc3c(c2)CC(=O)N3)c1
i | i | COc1ccccc1S(=O)(=O)Nc1ccc(S(=O)(=O)Nc2nccs2)cc1
i | i | COc1ccc2c(c1)OC[C@H]1[C@H]2N2C(=O)CN(Cc3ccc(Cl)cc3)C(=O)[C@@]2(C)[C@H]1c1ccccc1
i | i | CCN(C(=O)COC(=O)/C=C/c1ccc(F)cc1)C1CCCCC1
i | i | CS(=O)(=O)c1ccc(C(=O)NCC2(N3CCOCC3)CCCCC2)cc1
i | i | CC(=O)Nc1ccc(CCNC(=O)c2ccc3ccccc3c2O)cc1
i | i | O=C(NCC1CCCO1)c1cccc2c1C(=O)c1ccc(N3CCC(Cc4ccccc4)CC3)cc1S2(=O)=O (configuration not stated)
i | i | CCCn1c(N)c(C(=O)COC(=O)CNC(=O)c2ccc(C)c(C)c2)c(=O)n(C)c1=O
i | i | CC(=O)Nc1c(Cl)c(Cl)c2c(c1Cl)Cc1cc(Cl)ccc1-2
i | i | COc1cc(C(=O)NNC(=O)/C=C/c2ccco2)cc(OC)c1OC
i | i | O=C(CN1CCN(C(=O)C2CC2)CC1)Nc1cc(C(F)(F)F)cc(C(F)(F)F)c1
i | i | Nc1ccc(S(=O)(=O)c2ccc(NC(=O)c3cccnc3)cc2)cc1
i | i | Cc1cccc(C)c1NC(=O)CN1CCN(C(=O)C2CCC2)CC1
i | i | O=C(CN1CCN(C(=O)c2ccccc2Cl)CC1)Nc1cccc(S(=O)(=O)N2CCCC2)c1
i | i | Cc1ccccc1OCC(=O)OC(C)C(=O)NC1CCCC1 (configuration not stated)
i | i | O=C(NC1CCCCC1)c1cc(S(=O)(=O)N2CCN(c3ccccc3)CC2)ccc1Cl
i | i | O=C(C[C@@H]1C/C=C\C[C@@H](Cc2ccc(F)cc2)C(=O)OCCNC1=O)N[C@H](CO)Cc1ccccc1
i | i | CC(C)C(=O)N1CCN(c2ccccc2NC(=S)NC(=O)/C=C/c2ccco2)CC1
i | i | CC(=O)c1ccc2c(c1)CC1(C2)Cc2cc3c(cc2C1)C(=O)CC3 (configuration not stated)
i | i | CC(C)CN(C(=O)CSc1nncn1C)C1CCS(=O)(=O)C1 (configuration not stated)
i | i | NC(CSC1(c2ccc(Cl)cc2)c2ccccc2-c2ccccc21)C(=O)O (configuration not stated)
i | i | O=C(NC1CCN(Cc2ccccc2)CC1)c1cccc(S(=O)(=O)Nc2ccc(F)cc2)c1
i | i | CCOC(=O)C1=CN(CC)S(=O)(=O)NC1c1ccccc1 (configuration not stated)
i | i | CCCN(CC(=O)Nc1ccccc1OC)C(=O)c1ccc2[nH]c3c(c2c1)CC(C)CC3 (configuration not stated)
i | i | O=c1[nH]c(=S)[nH]c2nccnc12
i | i | COc1ccccc1NC(=O)COC(=O)CCC(=O)c1cccs1
i | i | COc1ccc(S(=O)(=O)Nc2ccc3c(c2)C(=O)N([C@@H](C)CO)C[C@H](C)[C@H](CN(C)CC2CC2)O3)cc1
i | i | O=C(Cn1ccnc1)c1ccc(O)c(O)c1

Next part, starting with the last seven of the part before.
ANO1 activ | KCNK3 inh | canonical_smiles
i | i | O=C(NC1CCN(Cc2ccccc2)CC1)c1cccc(S(=O)(=O)Nc2ccc(F)cc2)c1
i | i | CCOC(=O)C1=CN(CC)S(=O)(=O)NC1c1ccccc1 (configuration not stated)
i | i | CCCN(CC(=O)Nc1ccccc1OC)C(=O)c1ccc2[nH]c3c(c2c1)CC(C)CC3 (configuration not stated)
i | i | O=c1[nH]c(=S)[nH]c2nccnc12
i | i | COc1ccccc1NC(=O)COC(=O)CCC(=O)c1cccs1
i | i | COc1ccc(S(=O)(=O)Nc2ccc3c(c2)C(=O)N([C@@H](C)CO)C[C@H](C)[C@H](CN(C)CC2CC2)O3)cc1
i | i | O=C(Cn1ccnc1)c1ccc(O)c(O)c1
i | i | Cn1c(N)c(C(=O)COC(=O)COc2ccccc2Cl)c(=O)n(C)c1=O
i | i | CN(c1ccccc1)S(=O)(=O)c1cccc(C(=O)NC2CCCCC2)c1
i | i | O=[N+]([O-])c1ccc(Cl)cc1P(=O)(O)c1cc(Cl)ccc1[N+](=O)[O-]
i | i | O=CN1CCN(C=O)C(O)C1O (configuration not stated)
i | i | O=C(CCCN1C(=O)/C(=C\c2ccccc2)SC1=S)N1CCOCC1
i | i | O=C(CSc1nncs1)Nc1ccc(N2CCCCC2)cc1
i | i | Cc1cc(C)cc(C(=O)NCC(=O)NNC(=O)CSc2ccccc2F)c1
-5.4* | i | Cc1ccc(S(=O)(=O)Oc2ccccc2-c2ccccc2)cc1
i | i | CCOc1ccc(S(=O)(=O)N2CCCCC2)cc1NC(=O)Cc1ccccc1
i | i | O=C1OC(CN(Cc2ccccc2)Cc2ccccc2)CN1N=Cc1ccc([N+](=O)[O-])o1 (configuration not stated)
i | i | COC(=O)C1C2CC3c4[nH]c5cc(OC)ccc5c4CCN3CC2CC(O)C1OC (configuration not stated)
i | i | O=C(CSc1nc2[nH]c(=O)cc(O)c2s1)Nc1nccs1
i | i | COc1ccccc1NS(=O)(=O)c1ccc(C(=O)N2CCCC(C(F)(F)F)C2)cc1 (configuration not stated)
i | i | CC1CCN(C(=O)c2[nH]cnc2C(=O)Nc2cccc(Cl)c2)CC1
i | i | O=C(CNC(=O)C12CC3CC(CC(C3)C1)C2)Nc1ncccc1O
i | i | O=C(OCC(=O)N1CCCCC1)c1ccc2ccccc2n1
i | i | COCCN(C(=O)COC(=O)C12CC3CC(CC(C3)C1)C2)c1c(N)n(Cc2ccccc2)c(=O)[nH]c1=O
i | i | CCCCN(C(=O)c1ccc(NC2CC2)c([N+](=O)[O-])c1)c1c(N)n(CCCC)c(=O)[nH]c1=O
i | i | CSc1ncccc1C(=O)Nc1cc(Cl)ccc1N1CCOCC1
i | i | Cc1ccc(NC(=O)CN(C)C(=O)c2cn(Cc3ccccc3)nc2-c2cccnc2)cc1
i | i | O=C(COC(=O)Cn1cnc2ccccc2c1=O)NNC(=O)c1ccc(Br)cc1
i | i | CCCCCOc1ccc(C(=O)CCC(=O)NNC(=O)c2ccncc2)cc1
i | i | Cc1ccc(S(=O)(=O)N2CCCCC2)cc1C(=O)OCC(=O)N1c2ccccc2NC(=O)C1(C)C
i | i | Oc1ccccc1C=NN1CCCCCC1
i | i | Cc1ccc(NS(=O)(=O)c2ccc(C)c(C(=O)NCC(c3ccccc3)N(C)C)c2)cc1 (configuration not stated)
i | i | Cc1cccc(N2CCN(C(=O)CNC(=O)Cc3ccccc3)CC2)c1C
i | i | O=C(c1cccc(S(=O)(=O)N2CCOCC2)c1)N1CCN(c2ccccc2)CC1
i | i | CN(CC(=O)Nc1sccc1C#N)S(=O)(=O)c1ccc(F)cc1
i | i | CC(=Nc1ccccc1)C1=C(O)C(Cc2ccc(O)cc2)NC1=O (configuration not stated)
i | i | CCc1nnc(NC(=O)CN2C(=O)NC3(CCCC3)C2=O)s1
i | i | COC1C=COC2(C)Oc3c(C)c(O)c4c(O)c(c(CN5CCN(C)CC5)c(O)c4c3C2=O)NC(=O)C(C)=CC=CC(C)C(O)C(C)C(O)C(C)C(OC(C)=O)C1C (configuration not stated)
i | i | CC(=O)c1ccc(N2CCN(C(=O)c3cc(S(=O)(=O)N4CCOCC4)ccc3C)CC2)cc1
i | i | CCN(CC)CCCOc1nc(C)nc2c1oc1ccccc12
i | i | CSCCC(NC(=O)c1ccco1)C(=O)N1CCN(c2ccccc2O)CC1 (configuration not stated)
i | i | O=C(c1ccc(S(=O)(=O)NCc2ccco2)cc1)N1CCN(c2ccc(F)cc2)CC1
i | i | COc1ccc(-c2cnnc(N/N=C/c3ccc(-c4ccc([N+](=O)[O-])cc4)o3)n2)cc1
i | i | O=C(CN1CCSC1=O)N1CCN(S(=O)(=O)c2ccccc2)CC1
i | i | C[C@H](CO)N1C[C@H](C)[C@@H](CN(C)C(=O)Nc2ccccc2)Oc2ccc(NC(=O)c3ccncc3)cc2C1=O
i | i | CCN1C(=O)CC(C(C)C)N(C2CCCC2)c2nc(Nc3ccc(C(=O)NC4CCN(C)CC4)cc3OC)ncc21 (configuration not stated)
i | i | CCOC(=O)C1=CC[C@H]2c3c(c4ccccc4n3C)C(=O)C1N2Cc1ccccc1
i | i | COc1ccc(OCCOC(=O)c2ccc(F)c(S(=O)(=O)N3CCOCC3)c2)cc1
i | i | COC(=O)[C@@]12CCCCN1[C@H](c1ccc(-c3ccccc3)c(OC)c1)[C@H]1C(=O)N(C)C(=O)[C@H]12
i | i | OCC1OC(n2cnc3c(=S)nc[nH]c32)CC1O (configuration not stated)
i | i | Cc1ccc(S(=O)(=O)N2CCCN(C(=O)c3ccc(-n4cccn4)cc3)CC2)cc1
i | i | COc1ccccc1CN(C)C(=O)COC(=O)c1cc(C)oc1C

Structures listed so far printed as active in ANO1 activ:
ANO1 activ | KCNK3 inh | canonical_smiles
-5.4* | i | Cc1ccc(S(=O)(=O)Oc2ccccc2-c2ccccc2)cc1

Full records as entered above. Screens in order: ANO1 activ	KCNK3 inh
Record of `O=C(c1ccc(S(=O)(=O)NCc2ccco2)cc1)N1CCN(c2ccc(F)cc2)CC1` : i	i
Record of `CSCCC(NC(=O)c1ccco1)C(=O)N1CCN(c2ccccc2O)CC1` (configuration not stated) : i	i
Record of `CCN(CC)CCCOc1nc(C)nc2c1oc1ccccc12` : i	i

Going on with the list.
ANO1 activ | KCNK3 inh | canonical_smiles
i | i | COc1ccccc1NS(=O)(=O)c1cc(C(=O)N2CCN(C(=O)c3ccco3)CC2)ccc1F
i | i | CC(C)(CC(=O)c1ccccc1)CC(=O)c1ccccc1
i | i | O=C(COC(=O)C1=NN(c2ccccc2)C(=O)CC1)Nc1nc(-c2ccc(F)cc2)cs1
i | i | O=C(NNC(=O)c1cccc2ccccc12)c1cccc(Cl)c1
i | i | CC12CCC(C(=O)N(c3nccs3)C1=O)C2(C)C (configuration not stated)
i | i | O=C(NNC(=O)c1ccc(Br)s1)c1cccc(S(=O)(=O)N2CCCC2)c1
i | i | Cc1cc(C)c2c(c1)CC(C)(C)CC2=O
i | i | CC(C)c1ccc(S(=O)(=O)N2CCN(C(=O)C3=COCCO3)CC2)cc1
i | i | O=Cc1c[nH]c2ccc(NC(=O)OCc3ccccc3)cc12
i | i | COc1ccccc1CCNC(=O)CCNS(=O)(=O)c1ccc(NC(C)=O)cc1
i | i | COc1ccc(OC)c(/C=N/NC(=O)c2ccc[n+](CC(=O)c3ccccc3)c2)c1
i | i | O=C(O)Cc1cc(=O)[nH]n(-c2ccccc2)c1=O
i | i | CNC(=S)N(C)/N=C1/C(=O)N(Cc2c(Cl)cccc2Cl)c2ccccc21
i | i | COc1ccc(C(=O)OCC(=O)N2CCN(S(=O)(=O)c3ccc(C)cc3)CC2)cc1[N+](=O)[O-]
i | i | CCN(CC)C(=O)c1cccc(NC(=O)C2CCN(C(=O)c3cccs3)CC2)c1
i | i | COc1ccc(NC(=O)CN(C)C(=O)CCSc2ccc(F)cc2)cc1
i | i | CCN(CC(=O)Nc1ccc(NC(C)=O)cc1)C(=O)C1CCCN(C(=O)c2ccc(Cl)cc2)C1 (configuration not stated)
i | i | CC1CC(C)CN(C(=O)COC(=O)c2ccc(Cl)nc2)C1 (configuration not stated)
i | i | COC(=O)CC(CC(=O)OC)n1cccc1
i | i | C=CCN(c1ccc(F)cc1)S(=O)(=O)c1cc(C(=O)NC2CCC(O)CC2)ccc1Cl (configuration not stated)
i | i | CCOc1cc(N2CCOCC2)c(OCC)cc1NC(=O)c1ccc2ncsc2c1
i | i | CCC12C(=Nc3c(Cl)cccc31)C[C@@H]1CCN3C(=O)CCC[C@H]2[C@H]13 (some centres not stated)
i | i | CN(C)C1(CNC(=O)c2cccc(S(=O)(=O)NCc3ccccc3)c2)CCCCC1
i | i | O=C1CC(c2ccccc2)=C(c2ccccc2)C1
i | i | CCNC1(C(N)=O)CCN(Cc2ccccc2)CC1
i | i | CCN(CC)S(=O)(=O)c1ccc(OCC(=O)NC(=O)Cc2ccccc2)c([N+](=O)[O-])c1
i | i | Cc1cc(NC(=O)CSc2nc3[nH]c(=O)cc(O)c3s2)ccc1Br
i | i | COc1ccc(C(C)(C)C)cc1NC(=O)COC(=O)CSCc1c(C)noc1C
i | i | O=C(Nc1cccc(Cl)c1)OCCOC(=O)Nc1cccc(Cl)c1
i | -10* | C/C(=N\NC(=O)c1ccccc1OCCOc1ccccc1)c1ccccc1F
i | i | O=C(Nc1ccc(F)c(F)c1)c1ccc(-n2cncn2)c([N+](=O)[O-])c1
i | i | O=C(CCCc1ccncc1)c1ccccc1
i | i | c1ccc2ccccc2c1
i | i | Cc1ccc(NC(=O)CN2C(=O)N/C(=C/c3cc(C)n(-c4cccc(C(=O)O)c4)c3C)C2=O)cc1
i | i | CC(Oc1ccc(F)cc1)c1nnc(SCC(=O)N(c2ccccc2)C2CCS(=O)(=O)C2)o1 (configuration not stated)
i | i | CCOC(=O)C1CCCN(C(=O)c2cc3ccccc3cc2OC)C1 (configuration not stated)
i | i | Cc1nn(CC(=O)NNC(=O)c2ccc(Br)cc2)c(C)c1[N+](=O)[O-]
i | i | COc1ccc(Cl)cc1NC(=O)COC(=O)C1COc2ccccc2O1 (configuration not stated)
i | i | O=C(CSc1ccccn1)Nc1cccc(S(=O)(=O)N2CCCC2)c1
i | i | Cc1ccc(C(=O)OCC(=O)NCc2ccc(Cl)cc2Cl)o1
i | i | Cc1ccc(C(=O)Nc2ncccc2C)o1
i | i | COc1ccc(CN(C)CC(=O)NC(=O)NC2CCCCC2)cc1
i | i | O=C(CN1C(=O)c2ccccc2S1(=O)=O)Nc1cc(S(=O)(=O)N2CCCCC2)ccc1Cl
i | i | N#CC1(NC(=O)CN2C(=O)NC3(CCCCCC3)C2=O)CCCCC1
